# All columns: NCI-60 one-dose screen, growth in % after 48 h at 10 µM unless noted; 100 = growth as untreated, 0 = no growth, -100 = all killed.
# SR: SR leukemia cells | 73,000 compounds, 8.7% hits
# MDA-MB-231: MDA-MB-231 breast cancer. 81,000 compounds, 5% hits. AID 1794789
# MDA-MB-468: MDA-MB-468 breast cancer; 78,000 compounds, 8.5% hits
# BT-549: BT-549 breast cancer. AID 1794793. 78,000 compounds, 4.4% hits
# K-562: K-562 leukemia; 78,000 compounds, 7.4% hits
# T-47D: T-47D breast cancer | 79,000 compounds, 5% hits
# MCF7: MCF7 breast cancer; 82,000 compounds, 6.3% hits
# HS 578T: HS 578T breast cancer; 78,000 compounds, 4.1% hits; AID 1794788
# * hit, by the source's call; / = not tested or not shown; & = joins results of further samples. How the source made its calls: active means growth percent below 10; inactive means the rest.
SMILES,SR,MDA-MB-231,MDA-MB-468,BT-549,K-562,T-47D,MCF7,HS 578T
CN(C)S(=O)(=O)c1cccc(C(=O)Nc2nc(-c3ccc(F)c(F)c3)cs2)c1,41,69,/,52,39,20,48,107
COc1cccc(C2=C(Br)C(=O)c3nc(C)ccc3C2=O)c1,41,38,43,72,24,36,35,76
Cn1c2ccccc2c2nnc(NCCCCO)nc21,/,99,96,101,100,77,59,82
O=C(CCc1nnc2sc(COc3ccccc3)nn12)c1nc2ccccc2[nH]1,/,75,99,101,/,90,87,/
NS(=O)(=O)c1ccc(NC(=O)N2CCN(Cc3ccc(Cl)cc3)CC2)cc1,109,109,87,102,125,89,94,99
CC(=O)c1cc(C(=O)N2c3ccccc3Sc3ccccc32)n2c(C)cccc12,56,78,75,74,66,61,/,83
CC(=O)c1sc(Nc2ccc(S(=O)(=O)Nc3nc(C)cc(C)n3)cc2)nc1C,/,102,110,103,/,109,98,105
CC1=C(C(=O)Nc2cccc(C(F)(F)F)c2)C(c2ccc(F)cc2)C2=C(CC(C)(C)CC2=O)N1 (configuration not stated),/,67,47,89,61,48,64,51
CCCCCC/C=N/Nc1ccc([N+](=O)[O-])cn1,89,99,108,96,97,88,91,108
CCCCCC(=O)c1ccccc1,87,109,101,108,98,106,108,/
COc1ccc(-c2cc(-c3nnc(SC/C(=N/O)c4ccccc4)o3)c3ccccc3n2)cc1OC,74,91,85,71,85,56,87,98
O=C(c1cccc(C(F)(F)F)c1)c1cnccc1NC1CCCCCC1,/,75,56,74,47,52,73,100
CC(=O)N(O)CCCCCNC(=O)CCC(=O)N(O)CCCCCNC(=O)CCC(=O)N(O)CCCCCN,43,55,84,70,90,82,71,105
N#CC1=C(c2ccc(Cl)cc2)Nc2c(c(-c3ccccc3)nn2-c2ccccc2)[C@@]12C(=O)Nc1ccccc12,65,89,91,82,60,76,62,82
Oc1cccc(-c2nc3sccn3c2-c2ccccc2)c1,94,80,65,112,83,87,83,79
CCC(SCC(N)=O)(C(N)=O)c1ccccc1 (configuration not stated),127,109,106,108,95,87,96,95
COc1cc2ncnc(Nc3ccc(C(=O)/C=C/c4ccc(Cl)c(F)c4)cc3)c2cc1OC,87,112,104,97,87,106,107,105
CC(=O)/C=C/c1cccc2c1C(=O)NC(C)(c1cc3cc(Br)ccc3oc1=O)N2 (configuration not stated),-0.6*,18,-6.5*,-8.2*,0.9*,32,13,47
COc1cccc(COc2ccc(Nc3ncnc4onc(-c5ccccc5)c34)cc2)c1,81,86,89,98,88,90,79,96
[2H]c1c([2H])c(-n2cc3cccc(C(N)=O)c3n2)c([2H])c([2H])c1C1C([2H])NC([2H])C([2H])C1[2H] (configuration not stated),50,91,99,99,89,100,78,90
O=c1[nH]c(-c2ccccc2)nc2sc3cc(O)ccc3c12,54,101,94,82,26,93,74,89
C1CNCCNC1,/,89,94,113,118,109,97,93
O=C1C=C(N2CCOCC2)c2cccc3cccc1c23,117,103,104,72,182,100,96,105
CN(C)CCOC(=O)C(C)(C)C,100,94,99,112,101,103,99,105
COc1ccc(C(=O)COc2cccc(/C=C3\COc4ccc5ccccc5c4C3=O)c2)cc1,35,54,/,1.5*,48,32,16,88
CN(Cc1cnc2nc(N)nc(N)c2n1)c1ccc(C(=O)N[C@@H](CCC(=O)O)c2nn[nH]n2)cc1,94,113,90,110,32,95,70,110
CCSc1ccccc1,90,116,102,109,105,97,84,102
O=C1N=C2SC=C(c3ccc(Cl)cc3)N2C1CCN1CCOCC1 (configuration not stated),77,101,92,95,75,86,87,111
CCN(CC)CCCN(C(=O)C(c1ccccc1)c1ccccc1)c1ccc(OC)cc1,67,74,83,95,94,70,86,91
C=C(C)C12C=C(C)C[C@@](C)(CC3[C@@]4(C)CC[C@H](O)C(C)(C)C4CC[C@]31C)C2=O (some centres not stated),99,86,83,108,88,96,95,98
O=S(=O)(NCCCNc1nccc(-c2cn(-c3ccccc3)nc2-c2ccc(Cl)c(O)c2)n1)c1ccc(O)cc1,87,82,84,106,101,87,97,98
COC(=O)CCCc1ccc(CCCC(=O)OC)cc1,97,106,106,/,100,101,94,97
Cl.Fc1c[c-]c(-c2ccccn2)c(F)c1.[Pt].c1ccc(P(c2ccccc2)C([PH+](c2ccccc2)c2ccccc2)[PH+](c2ccccc2)c2ccccc2)cc1,23,-16*,-4.3*,27,14,28,4.7*,12
CCOc1cccc(/C=N/NC(=O)Cc2ccc(Nc3ccnc(C(F)(F)F)c3)cc2)c1O,/,27,1.9*,41,/,16,5.3*,76
CCCCNc1ccc(C(=O)NN)cc1,97,98,101,97,102,/,93,93
CCOC(=O)NC1CC2CCC1C2 (configuration not stated),68,109,111,111,95,97,94,112
Nc1c2c(c(O)c3c1=C(CO)C=N3)=NCCS2=O (configuration not stated),3.8*,1.9*,-80*,-74*,-7.8*,-43*,-51*,1.7*
CCCCC(C=O)(CC)CCC#N (configuration not stated),104,101,83,109,103,93,98,98
N#Cc1c(-c2ccc(Br)cc2)nc2n[nH]c(-c3ccc(Br)cc3)c2c1-c1ccc(C(F)(F)F)cc1,-12*,/,-4.2*,11,-9.3*,3.5*,5.3*,/
CCOC(=O)c1c2c(cn1Cc1ccc(OC)c(OC)c1)-c1oncc1CC2,91,93,95,93,96,/,97,97

# Reformatted tab-delimited: entries from further up.
Structure	SR	MDA-MB-231	MDA-MB-468	BT-549	K-562	T-47D	MCF7	HS 578T
CN(C)S(=O)(=O)c1cccc(C(=O)Nc2nc(-c3ccc(F)c(F)c3)cs2)c1	41	69	/	52	39	20	48	107
COc1cccc(C2=C(Br)C(=O)c3nc(C)ccc3C2=O)c1	41	38	43	72	24	36	35	76
Cn1c2ccccc2c2nnc(NCCCCO)nc21	/	99	96	101	100	77	59	82
O=C(CCc1nnc2sc(COc3ccccc3)nn12)c1nc2ccccc2[nH]1	/	75	99	101	/	90	87	/
NS(=O)(=O)c1ccc(NC(=O)N2CCN(Cc3ccc(Cl)cc3)CC2)cc1	109	109	87	102	125	89	94	99
CC(=O)c1cc(C(=O)N2c3ccccc3Sc3ccccc32)n2c(C)cccc12	56	78	75	74	66	61	/	83
CC(=O)c1sc(Nc2ccc(S(=O)(=O)Nc3nc(C)cc(C)n3)cc2)nc1C	/	102	110	103	/	109	98	105
CC1=C(C(=O)Nc2cccc(C(F)(F)F)c2)C(c2ccc(F)cc2)C2=C(CC(C)(C)CC2=O)N1 (configuration not stated)	/	67	47	89	61	48	64	51
CCCCCC/C=N/Nc1ccc([N+](=O)[O-])cn1	89	99	108	96	97	88	91	108
CCCCCC(=O)c1ccccc1	87	109	101	108	98	106	108	/
COc1ccc(-c2cc(-c3nnc(SC/C(=N/O)c4ccccc4)o3)c3ccccc3n2)cc1OC	74	91	85	71	85	56	87	98
O=C(c1cccc(C(F)(F)F)c1)c1cnccc1NC1CCCCCC1	/	75	56	74	47	52	73	100
CC(=O)N(O)CCCCCNC(=O)CCC(=O)N(O)CCCCCNC(=O)CCC(=O)N(O)CCCCCN	43	55	84	70	90	82	71	105
N#CC1=C(c2ccc(Cl)cc2)Nc2c(c(-c3ccccc3)nn2-c2ccccc2)[C@@]12C(=O)Nc1ccccc12	65	89	91	82	60	76	62	82
Oc1cccc(-c2nc3sccn3c2-c2ccccc2)c1	94	80	65	112	83	87	83	79

# (next part)
SMILES,SR,MDA-MB-231,MDA-MB-468,BT-549,K-562,T-47D,MCF7,HS 578T
CO/N=C(/C(=O)N[C@@H]1C(=O)N2C(C(=O)OCSC(=O)c3ccco3)=CCS[C@H]12)c1csc(N)n1,95,107,104,109,/,102,90,104
Cc1cc(NS(=O)(=O)c2ccc(Nc3ccnc(SCC(=O)c4ccc(F)cc4)n3)cc2)no1,109,104,95,/,118,90,97,100
OCCN(CCc1ccccc1)CCc1ccccc1,98,102,119,108,98,93,98,117
C#C[C@]1(O)CC[C@H]2[C@@H]3CC=C4c5sc(C6CCOCC6)nc5CC[C@]4(C)[C@H]3CC[C@@]21C,59,74,69,78,13,58,76,67
CCOC(=O)Cn1c(SCC(=O)Nc2nc3ccc(C)cc3s2)nc(-c2ccccc2)c(C#N)c1=O,65,96,113,94,100,85,92,92
CCOC(=O)c1cnc2ccc(Cl)cc2c1NCCCN(C)C,-5.9*,16,-31*,32,1.5*,15,7.5*,33
Oc1ccc(Cl)cc1Cc1cc(Cl)cc(Cl)c1O,/,69,18,-11*,5.3*,41,60,-15*
Cc1ccc(C2=NN(c3cc(Cl)cc(Cl)c3)C(c3cccc(Nc4ccnc5cc(C(F)(F)F)ccc45)c3)C2)cc1 (configuration not stated),78,96,97,123,95,88,92,100
Cn1cc(-c2nc(-c3c[nH]c4ncc(Br)cc34)cs2)c2cccnc21,/,55,/,78,/,62,91,/
S=C1SCN(Cc2cccs2)CN1Cc1cccs1,59,93,40,98,64,56,44,91
C[C@@H]1OCC2(CCN(c3cnc(C(=O)Nc4cc(F)cc5cccnc45)cn3)CC2)[C@@H]1N,2.8*,39,1.1*,90,8.8*,37,2.1*,67
Cc1ccc[n+](CCc2ccccc2)c1,96,99,100,102,93,101,98,110
CCC(=O)Nc1ncnc2nc[nH]c12,110,104,89,97,105,95,94,102
Cc1ccc(N)cc1[N+](=O)[O-],115,122,115,98,108,107,76,113
COc1ccc(-c2ncnc3c2ncn3CC#CCCl)cc1,/,70,21,50,58,53,36,107
Cc1ccc(S(=O)(=O)N(CCn2ccnc2[N+](=O)[O-])CCn2ccnc2[N+](=O)[O-])cc1,94,104,96,119,96,100,100,103
NNc1cnc2ccccc2n1,93,92,106,95,100,93,93,106
CN(C)c1ccc(NC(=O)[C@@H]2CCC(=O)N2)cc1,89,93,84,99,87,94,86,95
COC(=O)c1c(C(=O)OC)c2n(c1C)[C@@H](CCN1CC(=O)N3[C@@H](c4ccccc4)SC[C@H]3C1=O)SC2,90,96,92,98,102,102,115,113
CC(C)NC1=C(Cl)C(=O)c2ccccc2C1=O,98,130,109,103,93,104,85,83
CS(=O)(=O)Nc1cc(-c2ccc3ncnc(N4CCc5cc(F)c(Cl)cc54)c3c2)cnc1Cl,-32*,-18*,-60*,-25*,36,-9.8*,8.1*,-32*
CCCCCCCCCCCCCCCCS(=O)(=O)Nc1cc(C(=O)NN)cc(C(=O)NN)c1,57,58,45,62,34,42,72,81
COc1ccc(OC)c(NC(=O)OCc2ccc3c(c2)OCO3)c1,77,98,87,111,85,86,99,93
CCn1cc(C(=O)O)c(=O)c2cc(F)c(N3CCN(C(=O)CSc4nc(NC(=O)c5ccccc5)cc(=O)[nH]4)CC3)cc21,93,92,96,112,98,96,99,103
Fc1ccc(Nc2csc(-c3ccccn3)n2)cc1,110,91,103,103,97,87,97,99
Clc1ccc(OCCSCCOc2ccc(Cl)cc2)cc1,106,120,78,/,111,92,95,102
COc1nc(OC)nc(N(CCO)c2ccccc2)n1,92,101,95,110,103,105,96,105
O=C(Cn1c(-c2cncs2)nc2ccccc21)Nc1ccc(F)cc1F,/,82,84,94,107,98,99,83
Cc1cc2c(C(C)C)c(O)c(O)c(C=NCC(=O)O)c2c(O)c1-c1c(C)cc2c(C(C)C)c(O)c(O)c(C=NCC(=O)O)c2c1O,/,95,84,106,115,110,94,91
Cc1cn([C@H]2CC=C(CO)O2)c(=O)[nH]c1=O,102,108,97,111,95,92,93,100
COC(=O)c1cc(C)[nH]c2c(C)cc3nc4ccccc4c3c12,23,73,81,63,82,66,80,103
COC(=O)c1ccc2c(c1)NC(=O)[C@@H]1CCCN21,81,97,109,87,97,86,74,105
C/C(O)=C(\C#N)c1ccc(Cl)cc1,99,106,92,107,108,108,98,103
OCCNCCNc1ccnc2cc(Cl)ccc12,97,80,105,/,92,104,65,102
CCS(=O)(=O)C(C(OC(C)=O)C(OC(C)=O)C(OC(C)=O)C(COC(C)=O)OC(C)=O)S(=O)(=O)CC (configuration not stated),/,103,109,93,106,103,95,91
O=c1[nH]c2ccc(Br)cc2c2c1C(c1ccc(Cl)cc1)c1c(ncn3nc(-c4ccco4)nc13)O2 (configuration not stated),62,49,86,77,80,61,69,36
Cc1cc(N2CCN(CC(=O)Nc3ccc4c(ccn4C)c3)CC2)nc(Cl)n1,129,107,102,96,104,90,99,101
CN1C(=S)N(C)C2C1NC(=O)N2/N=C/C=C/c1ccccc1[N+](=O)[O-] (configuration not stated),102,97,88,104,105,94,75,91
CN(C)c1ccc2c(c1)COC(=O)C2c1ccc(N)cc1 (configuration not stated),97,110,104,123,101,100,89,112
Cc1ccccc1NC(=O)NC(CC(N)=O)c1ccc2c(c1)nc(-c1cccc(Oc3ccc(C(C)(C)C)cc3)c1)n2CCCN1CCCCC1C (configuration not stated),-34*,28,-79*,94,-45*,47,-76*,6.8*
O=C1Nc2ccccc2/C1=N/N1C(=O)CN(c2cccc(C(F)(F)F)c2)C1=O,84,97,82,96,88,76,85,91
c1ccc2c(-c3nn4cc(-c5ccc6c(c5)OCCO6)nc4s3)c[nH]c2c1,/,102,109,107,76,73,88,108
N=c1oc2ccccc2cc1C(=O)Nc1cc(-c2ccccc2)nn1-c1ccccc1,116,102,73,78,102,100,98,92
NC(=O)c1cccc(-n2ccc3cc(NC(=O)c4ccc(Cl)c(Cl)c4)ccc32)n1,75,103,103,90,84,84,85,111
Cc1cnc(C(=O)NNc2nc3cc(F)ccc3n3c(C(=O)N4CC5CC(C4)N5)ccc23)cn1,/,44,14,/,/,32,19,63
Nc1c(I)c(I)c(S(=O)(=O)O)c(I)c1I,111,98,99,/,105,107,103,106
CC(=O)CCSc1ccc(OC(C)=O)cc1,90,92,101,96,96,92,102,106
CC1=C(NCCN2CCOCC2)C(=O)c2c(OCc3ccccc3)cccc2C1=O,95,96,89,87,103,75,87,104
CC1=NNC(=O)CC1,106,98&101,117,99&186,65&126,101&110,106&101,103&116
Cc1ccc2[nH]cc(-c3nc(-c4c[nH]c5ncccc45)cs3)c2c1,/,71,57,80,17,70,43,77

# Part of the list above, showing only HS 578T and MDA-MB-468:
Structure,HS 578T,MDA-MB-468
C/C(O)=C(\C#N)c1ccc(Cl)cc1,103,92
Cc1cc2c(C(C)C)c(O)c(O)c(C=NCC(=O)O)c2c(O)c1-c1c(C)cc2c(C(C)C)c(O)c(O)c(C=NCC(=O)O)c2c1O,91,84

# From PubChem
